Source: PubChem BioAssay (several laboratories)
SR-BI uptake up: enhances SR-BI lipid uptake from DiI-HDL; CHO ldlA[mSR-BI] cells, DiI-HDL uptake fluorescence, 3 h; 100 = double the neutral-control signal; activation, % at 12.5 µM; 320,000 compounds, 0.096% hits;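 active means mean replicate activation of at least 60% and every replicate at or above 60%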;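 further: 0% = median plate neutral-control signal and 100% = twice that signal; values of inactives mirror those of a sister screen read the other way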
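system = CHO ldlA[mSR-BI] cells, LDL receptor-null, SR-BI overexpressing | medium = Ham's F12 with 0.5% BSA, HEPES 25 mM, pH 7.4 | probe or stimulus = DiI-HDL 10 µg/mL | compound dosing = single-point compound dose | incubation = compound exposure 3 h, 37 °C | technique = DiI fluorescence, bottom read | read-out = cell-associated DiI fluorescence as measure of HDL uptake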
DAGLB inhibitor: blocks human DAGLB lipase activity; HEK293T DAGLB membrane lysate, EnzChek fluorogenic substrate; AID 504411; inhibition, % at 5.17 µM; Q8NCG7; 340,000 compounds, 0.059% hits; in the data active means inhibition above about 34%;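 further: 0% = enzyme with vehicle and 100% = wells lacking enzyme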
Target sequence (Q8NCG7 whole entry, looked up): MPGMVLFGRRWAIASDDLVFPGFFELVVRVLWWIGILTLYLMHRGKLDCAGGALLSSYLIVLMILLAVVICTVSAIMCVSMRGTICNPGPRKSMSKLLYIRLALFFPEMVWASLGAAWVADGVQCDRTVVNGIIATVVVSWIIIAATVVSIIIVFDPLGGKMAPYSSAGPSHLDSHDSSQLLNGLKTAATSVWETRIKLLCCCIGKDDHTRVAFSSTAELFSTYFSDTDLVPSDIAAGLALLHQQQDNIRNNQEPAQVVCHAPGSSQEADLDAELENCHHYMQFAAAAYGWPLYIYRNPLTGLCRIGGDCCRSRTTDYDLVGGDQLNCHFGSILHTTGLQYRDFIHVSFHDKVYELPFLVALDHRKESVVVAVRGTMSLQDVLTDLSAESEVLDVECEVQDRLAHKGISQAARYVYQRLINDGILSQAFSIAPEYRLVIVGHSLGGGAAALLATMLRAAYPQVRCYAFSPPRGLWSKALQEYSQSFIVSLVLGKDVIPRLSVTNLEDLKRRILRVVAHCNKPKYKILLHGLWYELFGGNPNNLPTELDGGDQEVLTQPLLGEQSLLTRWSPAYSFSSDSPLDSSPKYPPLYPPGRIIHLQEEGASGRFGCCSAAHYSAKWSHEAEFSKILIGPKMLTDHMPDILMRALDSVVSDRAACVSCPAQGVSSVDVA
PvdQ inh: P. aeruginosa PvdQ acylase inhibition | purified PvdQ acylase, fluorescence plate reader | inhibition, % at 10 µM | 340,000 compounds, 0.063% hits | AID 488965; in the data active means inhibition above about 30%, passing the limit was not always enough;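 further: 0% = vehicle neutral wells and 100% = reference inhibitor wells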
RTF Ca sens inh: cardiac RTF calcium desensitization; IANBD-labeled cardiac RTF, Ca2+ fluorescence; 340,000 compounds, 0.12% hits; inhibition, % at 7.15 µM;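 active means inhibition above the mean inhibition of all tested compounds plus 3 SD, cut at about 17% in these data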;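 further: assay run at fixed EC70 calcium of 1.6 mM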
Arrestin-AP2 inh: blocks beta-arrestin peptide binding to AP2 adaptin. FITC-arrestin peptide / GST-AP2 beads, flow cytometry; AP2 beta2 appendage carries R879A mutation. inhibition, % at 10 µM. 340,000 compounds, 0.31% hits;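 active means inhibition above a set limit, near 3 SD of compounds lacking own fluorescence, cut at about 54% in these data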;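 further: plate controls were DMSO wells for no effect and 5 µM unlabelled arrestin peptide for full effect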
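test system = AP2 appendage R879A on GSH beads | buffer or medium = PBS plus Tween 20 (0.05%) and BSA (0.1%) | incubation = 12 min plus 1 h, RT | detection = bead flow cytometry, FITC channel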
Keap1 Nrf2 FP: disrupts human Keap1 binding to Nrf2 peptide | Q14145 | Keap1 Kelch-Nrf2 peptide fluorescence polarization, 1536-well | inhibition, % at 9.4 µM | 340,000 compounds, 0.15% hits | AID 504523; in the data active means inhibition above about 12%;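 further: human Keap1 Kelch domain with fluorescein labeled Nrf2 9mer peptide probe; 0% = neutral control wells and 100% = peptide positive control; higher means more block of Keap1 binding to Nrf2 peptide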
LANA DNA inh: blocks KSHV LANA C-terminal domain binding to DNA. inhibition, % at 9 µM. AID 504423. MBP-C-LANA/FAM-LBS DNA binding, fluorescence polarization. 340,000 compounds, 0.078% hits;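 active means highest replicate inhibition at or above 60% at 9 µM, even if other replicates fall short; inactive means all replicates below 60% inhibition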;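 further: 0% = neutral control wells and 100% = 4 µM acridine orange control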
PKA-R2B act: activators of human PKA-R2B complex; P22694+P31323; PKA-R2B holoenzyme dissociation, Cy5-IP20 fluorescence polarization; R2B truncated from residue 108, S112A mutant; 0% DMSO only, 100% 113 µM cGMP; activation, % at 11.4 µM; 340,000 compounds, 0.079% hits;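 active means activation above a cutoff set at the mean over all compounds plus 3 SD, cut at about 18% in these data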;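 further: higher means more holoenzyme dissociation and a rise in polarization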
Target sequence (P31323 whole entry, looked up, other chains not shown, the tested form may be a part): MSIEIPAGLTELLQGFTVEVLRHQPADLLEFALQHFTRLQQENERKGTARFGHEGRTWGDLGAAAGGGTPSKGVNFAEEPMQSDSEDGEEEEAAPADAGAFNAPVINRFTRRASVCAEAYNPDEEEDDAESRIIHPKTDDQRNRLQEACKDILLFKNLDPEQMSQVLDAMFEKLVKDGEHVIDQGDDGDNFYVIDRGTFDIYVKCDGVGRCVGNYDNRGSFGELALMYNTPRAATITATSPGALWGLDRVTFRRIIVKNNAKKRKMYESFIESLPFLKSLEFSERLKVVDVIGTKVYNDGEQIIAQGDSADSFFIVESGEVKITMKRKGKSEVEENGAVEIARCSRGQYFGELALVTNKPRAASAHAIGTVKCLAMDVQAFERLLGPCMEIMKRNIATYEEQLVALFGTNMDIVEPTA
NSD2 HMT inh: inhibitors of human histone methyltransferase NSD2 | inhibition, % at 12.5 µM | NSD2 peptide methylation, AlphaScreen, 120 min | 310,000 compounds, 0.54% hits | O96028 | AID 743445; in the data active means inhibition above about 50%
SR-BI DiI inh: blocks mouse SR-BI lipid uptake from DiI-HDL; 320,000 compounds, 0.96% hits; ldlA[mSR-BI] CHO cells, DiI-HDL uptake fluorescence, 3 h; inhibition, % at 12.5 µM;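 active means mean replicate inhibition of at least 70% and a set share of replicates each scoring 70 or more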;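 further: 0% = median of neutral control wells and 100% = median of positive control wells; values of inactives mirror those of a sister screen read the other way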
Active calls of the source: *; . = not tested or not shown.

Sample of the layout:
SMILES	SR-BI uptake up	DAGLB inhibitor	PvdQ inh	RTF Ca sens inh	Arrestin-AP2 inh	Keap1 Nrf2 FP	LANA DNA inh	PKA-R2B act	NSD2 HMT inh	SR-BI DiI inh
Cc1ccccc1NC(=O)Cc1nc(COC(=O)c2ccc([N+](=O)[O-])cc2)cs1	-6	1	-4	-5	34	-1	0.0	-6	-4	6
CCc1ccc(OCC(=O)NNC(=O)CSc2nnc(-c3ccc(C)cc3)n2C)cc1	5	-2	-2	-1	-2	-5	-0.5	-7	-2	-5
O=C(Nc1nc2ccccc2[nH]1)C1CC(=O)N(c2ccc3c(c2)OCCO3)C1 (centres undefined)	.	0	-14	-3	-13	-6	0.7	-3	-1	.
COc1ccccc1C(=O)N(Cc1cccs1)C1CCS(=O)(=O)C1 (centres undefined)	22	-2	-3	-1	6	2	-1.8	-6	2	-22
COc1ccc(Cl)cc1NC(=O)C(C)Sc1nnc(C2CC2)n1C1CC1 (centres undefined)	-1	-3	-19	-8	1	-7	-0.2	-1	-2	1
O=C(Oc1ccc2ccc(O)cc2c1)c1ccccc1Cl	4	-5	3	-3	31	0	-0.6	-9	-4	-4

Results, from the first entry:
SMILES	SR-BI uptake up	DAGLB inhibitor	PvdQ inh	RTF Ca sens inh	Arrestin-AP2 inh	Keap1 Nrf2 FP	LANA DNA inh	PKA-R2B act	NSD2 HMT inh	SR-BI DiI inh
Cc1ccccc1NC(=O)Cc1nc(COC(=O)c2ccc([N+](=O)[O-])cc2)cs1	-6	1	-4	-5	34	-1	0.0	-6	-4	6
CCc1ccc(OCC(=O)NNC(=O)CSc2nnc(-c3ccc(C)cc3)n2C)cc1	5	-2	-2	-1	-2	-5	-0.5	-7	-2	-5
O=C(Nc1nc2ccccc2[nH]1)C1CC(=O)N(c2ccc3c(c2)OCCO3)C1 (centres undefined)	.	0	-14	-3	-13	-6	0.7	-3	-1	.
COc1ccccc1C(=O)N(Cc1cccs1)C1CCS(=O)(=O)C1 (centres undefined)	22	-2	-3	-1	6	2	-1.8	-6	2	-22
COc1ccc(Cl)cc1NC(=O)C(C)Sc1nnc(C2CC2)n1C1CC1 (centres undefined)	-1	-3	-19	-8	1	-7	-0.2	-1	-2	1
O=C(Oc1ccc2ccc(O)cc2c1)c1ccccc1Cl	4	-5	3	-3	31	0	-0.6	-9	-4	-4
O=S(=O)(c1ccc(Cl)c(NC(=S)Nc2ccccc2N2CCOCC2)c1)N1CCOCC1	12	3	-10	-8	10	3	-1.1	-10	2	-12
CCn1c(=O)cc(OCC(=O)NCc2ccco2)c2ccccc21	-16	-1	9	-4	19	-8	-0.1	-5	1	16
COc1cc(S(=O)(=O)Nc2cccc(C(=O)O)c2)c(OC)cc1Cl	10	-2	-6	-11	20	3	1.7	-4	32	-10
Cn1c(=O)c2c(nc(CN3CCN(Cc4ccccc4)CC3)n2Cc2ccc(Cl)cc2)n(C)c1=O	-7	-1	-3	-1	21	-3	-2.7	3	.	7
COc1cccc(C(=O)OCC(=O)Nc2nnc(-c3ccccc3)o2)c1	4	1	1	-1	16	2	-1.0	-16	-1	-4
CN(C)c1nc(Nc2ccc(F)cc2)nc(Oc2ccc(F)cc2)n1	-33	-9	-14	-5	-9	-2	-1.6	-2	0	33
Cc1ccc(F)cc1NC(=O)N1c2ccccc2NC(=O)CC1C (centres undefined)	21	-1	-10	3	1	-1	-0.4	-9	41	-21
O=C(O)C1CCCCC1C(=O)Nc1ccc(Cl)cc1 (centres undefined)	5	-2	-4	0	-4	5	1.0	3	-4	-5
Nc1nnnn1/N=C/c1ccccc1OCc1ccc(Cl)cc1Cl	-28	1	-3	-17	6	2	1.5	-3	0	28
COc1ccc(C(=O)N2CCN(S(=O)(=O)c3ccc(C)cc3C)CC2)cc1S(=O)(=O)N1CCOCC1	-46	0	-3	13	-2	0	-0.9	-3	-1	46
COc1cc(-c2noc(-c3cccc(Cl)c3)n2)cc(OC)c1OC	-76	0	-7	-6	3	3	0.0	3	2	76*
CC(NC(=O)C1CCCO1)c1ccccc1 (centres undefined)	11	0	-26	-1	3	-7	0.4	-3	4	-11
O=c1[nH]ncn1-c1cccc(C(F)(F)F)c1	40	-5	-14	1	2	-5	0.1	3	-3	-40
Cc1sc(NC(=O)c2ccco2)c(C(c2cccnc2)N2CCCC2)c1C (centres undefined)	-13	3	5	0	2	-4	-1.6	-9	10	13
Cc1nc(SCC(=O)c2ccccc2)c(C#N)c(-c2ccco2)c1C(=O)NCc1ccco1	-32	4	-5	-5	-18	-3	1.6	-6	-1	32
C#CC[N+](C)(C)CCCCCCCCCC	30	3	-13	-15	-14	-1	-0.2	0	-1	-30
CC(=O)NC1CC2CCCC(C1)N2CC(=O)NCc1ccc(F)cc1 (centres undefined)	-15	-2	4	-4	22	-2	0.5	-1	0	15
COc1ccc(C)cc1NC(=O)NNS(=O)(=O)c1ccc(NC(C)=O)cc1	-8	-1	5	-1	21	1	0.9	-7	2	8
O=C(CCN1C(=O)/C(=C/c2cccs2)SC1=S)NNC(=O)c1cccc(O)c1	-14	3	-9	-26	0	2	3.4	-3	-1	14
COc1cccc(NC(=O)CSc2nnc(-c3cccs3)n2C)c1	12	0	-5	8	-2	1	1.5	-6	3	-12
O=C(c1ccccc1)N1CCN(c2ccc(Cl)cc2)CC1	29	-5	-7	-9	-7	-2	-2.1	4	0	-29
Clc1ccc(Cn2ncc3c(N4CCCCC4)ncnc32)c(Cl)c1	-6	-1	3	3	-10	6	0.7	-7	0	6
O=C(CSc1ncnc2ccccc12)Nc1cccc(S(=O)(=O)N2CCOCC2)c1	-12	-3	-6	-1	-10	-2	-0.1	-13	-11	12
COc1cc(C)c(Cl)c(C)c1S(=O)(=O)NC1CC(C)(C)NC(C)(C)C1	17	0	-6	-18	9	1	0.1	-3	-2	-17
O=C(CN1CCOCC1)Nc1cccc(C(F)(F)F)c1	.	0	0	-1	49	-1	-1.6	4	-4	.
CC1CSc2n(-c3cccc(C(F)(F)F)c3)cc(-c3ccccc3)[n+]21 (centres undefined)	7	2	-7	-6	-4	-4	-0.6	-8	-1	-7
O=C(CN1C(=O)CC(c2ccco2)Sc2ccccc21)Nc1ccc2c(c1)OCCO2 (centres undefined)	1	2	-4	-1	0	4	-0.4	-2	0	-1
Cc1ccccc1Cn1cc(NC(=O)c2cc(C3CC3)on2)cn1	.	0	-2	1	-3	-4	0.0	-14	0	.
COc1ccc([C@H]2CC(=O)C=C(c3cc4ccccc4s3)C2)cc1	-33	-5	-5	-10	-11	0	-1.3	-15	.	33
CCCSc1nnc2n(-c3ccccc3OC)c(=O)c3c4c(sc3n12)CCC4	5	2	-6	3	-8	-3	0.0	-17	2	-5
CCOC(=O)C1=CN(Cc2cccc(F)c2)S(=O)(=O)NC1CCc1ccccc1 (centres undefined)	-18	-13	-8	-5	6	3	-0.4	-4	.	18
Cc1cccc(NC(=O)NCCc2ccc(Cl)cc2)c1	.	-4	-8	-7	12	1	0.1	0	-1	.
CCS(=O)c1ccccc1C(=O)OC(C)C(=O)Nc1ccc(S(=O)(=O)N2CCCC2)cc1 (centres undefined)	-33	2	-12	-4	1	-7	1.0	-7	0	33
CCN(CC)c1ccc(/C=C/c2ccc3ccc(OC)cc3[n+]2CC)cc1	-8	11	-9	3	-26	-9	-7.7	1	76*	8
CCOC(=O)c1oc2nc(CC(C)C)c3c(c2c1N)CCCC3	-15	-7	-20	7	7	-3	11	-6	10	15
C=CCN1C(=O)/C(=N/n2cnnc2)c2ccccc21	-4	8	-1	-7	3	1	1.6	-5	0	4
CC(C)[C@H](NC(=O)c1ccco1)C(=O)NC12CC3CC(CC(C3)C1)C2	18	4	2	-8	23	-4	0.2	6	-5	-18
Cc1c(NC(=O)C(C)NCC2CCCO2)c(=O)n(-c2ccccc2)n1C (centres undefined)	-5	-2	-15	-6	-14	-1	-0.7	3	-1	5
CCOC(=O)c1sc(-c2ccccc2)cc1NC(=O)c1ccc(S(=O)(=O)N(CCOC)CCOC)cc1	-2	0	-5	-1	17	-1	1.6	-4	-1	2
Cc1nn(C)c(C)c1CNC(=O)Nc1cccc(Cl)c1	2	-2	3	4	2	-3	-0.2	-7	-3	-2
CCc1ccccc1Nc1nc2ccccc2n1CC	1	0	-7	2	-3	-2	0.0	-6	4	-1
N#Cc1nc(-c2ccc(OCc3ccc(Cl)cc3)cc2)oc1N1CCOCC1	-75	-1	4	-5	2	-7	0.9	-6	10	75*
Cc1ccc(N2CCN(c3ccc(NCc4nc5ccccc5n4C)cc3)CC2)cc1	-27	5	-2	-7	25	-2	2.1	5	1	27
COc1ccc(-n2ncc3c(NCCCn4ccnc4)ncnc32)cc1	6	-1	-21	-4	5	-9	1.6	-4	121*	-6

Arranged by the number under PvdQ inh (descending): three of the compounds above.
| Compound | SR-BI uptake up | DAGLB inhibitor | PvdQ inh | Arrestin-AP2 inh | Keap1 Nrf2 FP | LANA DNA inh | PKA-R2B act | NSD2 HMT inh | SR-BI DiI inh |
| --- | --- | --- | --- | --- | --- | --- | --- | --- | --- |
| Cc1nn(C)c(C)c1CNC(=O)Nc1cccc(Cl)c1 | 2 | -2 | 3 | 2 | -3 | -0.2 | -7 | -3 | -2 |
| CCc1ccccc1Nc1nc2ccccc2n1CC | 1 | 0 | -7 | -3 | -2 | 0.0 | -6 | 4 | -1 |
| COc1ccc(-n2ncc3c(NCCCn4ccnc4)ncnc32)cc1 | 6 | -1 | -21 | 5 | -9 | 1.6 | -4 | 121* | -6 |

More entries follow:
SMILES	SR-BI uptake up	DAGLB inhibitor	PvdQ inh	RTF Ca sens inh	Arrestin-AP2 inh	Keap1 Nrf2 FP	LANA DNA inh	PKA-R2B act	NSD2 HMT inh	SR-BI DiI inh
CCc1cccc(NC(=O)Cn2c(=O)n(CCC(=O)NCC3CCCO3)c(=O)c3cc(OC)c(OC)cc32)c1 (centres undefined)	379*	0	0	-2	-2	4	-1.4	-20	3	-379
O=C(NCCOc1ccccc1)C1CCC(=O)N(CCCN2CCOCC2)C1 (centres undefined)	-1	0	-6	-1	-4	2	2.5	-2	-1	1
O=C(NCCCn1ccnc1)/C(=C/c1ccco1)NC(=O)c1ccco1	15	-1	10	3	40	0	0.1	5	-1	-15
Cc1ccc(S(=O)(=O)N(C)C)cc1NC(=O)COC(=O)C1CCCC1	16	3	-9	7	26	1	1.5	5	-1	-16

Compounds as they come (roughly 2.1% active in at least one column).
